High-throughput results as filed in PubChem.
Pf growth 96h – P. falciparum growth inhibition at 96 hour, primary screen for plastid delayed-death inhibitors; P. falciparum luciferase reporter growth, 96 h; Potency, µM (titrated, usually from 28.7 µM), without a hit: top-dose activity change, negative = inhibition, actives largely listed as inhibitors; hit rate 6.9% among 320,000; AID 504834; also: potency is read from the fitted curve at half-maximal effect; % is scaled to controls: 0 for no effect and ±100 for the full control effect
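Two parasite generations (96 h, 37 C, 5% CO2) of compound exposure in infected erythrocytes (0.05% parasitemia, 2% hematocrit). Luciferase-reporter P. falciparum; decreased luminescence indicates inhibited growth, aimed at apicoplast-acting delayed death.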
Pf growth 48h – inhibits P. falciparum growth in the first generation, 48 h. AID 504832. P. falciparum luciferase growth in erythrocytes, 48 h. hit rate 5.9% among 310,000. Potency, µM (top dose mostly 28.7 µM), inactives show at the highest dose activity change, negative = inhibition, hits mostly inhibitors; also: potency is read from the fitted curve at half-maximal effect; % is scaled to controls: 0 for no effect and ±100 for the full control effect
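Cell-based growth assay: transgenic P. falciparum expressing firefly luciferase, cultured in red cells within RPMI 1640 containing 0.5% w/v Albumax, 24 mM bicarbonate and gentamycin. A drop in luciferase activity indicates inhibition.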
HCV inhibitor – inhibitors of hepatitis C virus infection; Potency, µM (top dose mostly 41.8 µM), inactives show at the top dose activity change, negative = inhibition, actives largely listed as inhibitors; hit rate 3.4% among 340,000; Huh7.5.1 HCVcc-Cre infection, luciferase reporter, 44 h; also: potency is read from the fitted curve at half-maximal effect; % is scaled to controls: 0 for no effect and ±100 for the full control effect
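Luciferase read-out (15 sec integration) after a 15 min room-temperature substrate step quantifies HCVcc-Cre infection. Cells, 1,000 per well, had compound added 4 h post-plating, then virus at ~0.5 moi, and were cultured 44 h.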
CHX counter – affects cycloheximide protein synthesis inhibition readout, counter-screen; cell reporter, cycloheximide protein synthesis inhibition counterscreen; max response, %; hit rate 12% among 300,000; AID 2314; in the data active = max response mostly above about 13%, no sharp cut-off; inactive = mostly below about 14%; also: read at 38.3 µM for the half of the compounds with a filed dose; 0% is about no effect
Shiga toxin inh – blocks Shiga toxin action in Vero cells | Vero cells, Shiga toxin protein synthesis inhibition reporter | hit rate 9.2% among 290,000 | AID 2315 | inhibition, % at 38.7 µM; in the data active = inhibition mostly above about 28%, no sharp cut-off; inactive = mostly below about 43%; also: 0% is about no effect
TbPYK inhibitor – blocks Trypanosoma brucei pyruvate kinase; Q57TT1; hit rate 0.12% among 410,000; Potency, µM (series often up to 76.8 µM), for the others: at the highest dose activity, negative = inhibition, hits mostly inhibitors; TbPYK enzyme, Kinase-Glo Plus ATP luminescence, 45 min; also: potency is read from the fitted curve at half-maximal effect; % is scaled to controls: 0 for no effect and ±100 for the full control effect; nearly all actives have a fitted effect of over 50% in size
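Assay buffer: 50 mM TEA pH 7.2, 100 mM KCl, 10 mM MgCl2, 0.05% BSA, 0.01% Tween-20. Pyruvate kinase from T. brucei plus substrate met compound, then ADP (130 uM final). Luminescence was read post 45 min RT.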
LmPK inhibitor – LmPK (Leishmania mexicana) enzyme inhibition | Q27686 | hit rate 0.37% among 290,000 | purified LmPK, Kinase-Glo ATP luminescence, 1 h | Potency, µM (titrated, usually from 57.5 µM), without a hit: at the top dose activity change, negative = inhibition, most hits filed as inhibitors; also: potency is read from the fitted curve at half-maximal effect; % is scaled to controls: 0 for no effect and ±100 for the full control effect
Target sequence (Q27686 whole entry, looked up): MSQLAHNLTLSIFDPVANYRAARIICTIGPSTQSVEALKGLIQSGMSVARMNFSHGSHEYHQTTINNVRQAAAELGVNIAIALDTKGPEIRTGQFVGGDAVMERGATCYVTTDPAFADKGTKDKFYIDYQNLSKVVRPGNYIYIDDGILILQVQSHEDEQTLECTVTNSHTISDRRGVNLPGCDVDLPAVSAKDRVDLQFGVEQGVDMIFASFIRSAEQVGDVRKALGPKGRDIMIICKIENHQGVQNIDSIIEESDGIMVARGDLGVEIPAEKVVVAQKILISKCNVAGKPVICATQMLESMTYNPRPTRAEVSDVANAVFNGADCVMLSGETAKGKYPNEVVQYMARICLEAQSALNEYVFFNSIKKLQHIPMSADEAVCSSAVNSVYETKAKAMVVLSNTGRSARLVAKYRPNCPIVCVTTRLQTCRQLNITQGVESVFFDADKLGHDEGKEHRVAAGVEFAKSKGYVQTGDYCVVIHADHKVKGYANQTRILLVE
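Purified LmPK (0.1 nM) with 0.5 mM PEP and 0.1 mM ADP in imidazole buffer pH 7.2 with MgCl2/KCl, 1 h at room temperature. ATP formed was read by luciferase luminescence and normalized to no-enzyme and uninhibited controls.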
The depositor's hits bear a star; i = inactive; ? = inconclusive; . = no result given; & = joins results of further samples; [ ] = remark or other dose. Unless noted, calls follow the shape of the dose curve; as a rule, active = well fitted curve in the direction sought with a large enough effect; inconclusive = small, poorly fitted or top-dose-only effect, or another doubt; inactive = no such curve, though single readings can be large; an effect the other way counts as inactive or inconclusive.

SMILES | Pf growth 96h | Pf growth 48h | HCV inhibitor | CHX counter | Shiga toxin inh | TbPYK inhibitor | LmPK inhibitor
CC(C)C[C@H](NC(=O)C1CCN(S(=O)(=O)c2ccccc2)CC1)C(=O)NCc1ccccn1 | 7.0% | -18.4% | 9.1% | -1.0 | -3.0 | -5.5% | 3.8%
O=[N+]([O-])c1cccnc1SCc1ccccc1 | 0.0% | . | 2.9% | 9.8 | 21.1 | -10.5% | 3.5%
COc1ccc(N2CCN(C(=S)Nc3cccc(C)c3C)CC2)cc1 | -6.5% | 36.5%[activator] | 6.5% | -1.4 | -12.9 | -3.1% | 0.5%
COCn1ccnc1C(O)(c1ccc(OC)cc1)c1ccc(OC)cc1 | 11.9% | 6.4% | 1.7% | -0.8 | -3.4 | -1.9% | -3.1%
CC1=C(C#N)C(/C=N/OCc2ccc(F)cc2Cl)CC(=O)N1 (stereo unspecified) | -17.3% | . | 1.8% | 10.5 | 16.3 | -10.0% | 8.0%
CC1(C)Cc2nc3nc(SCC(=O)Nc4ccccc4)nc(N)c3cc2CO1 | 24.0%[5.75 µM] | -4.0% | ? | 13.0 | -3.4 | -6.4% | -1.0%
CS(=O)(=O)c1ccc2nc(N)sc2c1 | 2.3% | 31.3%[activator] | 5.6% | 8.8 | 16.4 | -7.6% | -1.9%
Cc1ccc(N2CCN(S(=O)(=O)c3ccc4c(c3)NC(=O)C(C)C(=O)N4)CC2C)cc1 (stereo unspecified) | 1.2% | ? | 6.0% | -1.4 | -2.2 | 3.7% | 1.6%
COc1cccc(NC(=O)Cc2ccc(C)cc2)c1 | 14.0% | . | 9.0% | 27.5* | 22.4 | -9.7% | 0.1%
CCn1c2ccccc2c2cc(NC(=O)c3cccc(OC)c3OC)ccc21 | 4.15µM* | -14.6% | ? | 1.6 | 16.1 | 1.1% | -0.3%
CCc1nc2ccc(C(=O)N(C)CC(=O)Nc3ccc(Cl)c(C(F)(F)F)c3)cc2nc1CC | ? | -11.7% | ? | . | . | -4.3% | .
CC1(C)CC(=O)C(N=Nc2ccc(S(=O)(=O)N3CCOCC3)cc2)=C(O)C1 | 2.1% | 8.6% | 40.4%[activator] | 9.3 | -7.4 | -6.9% | -2.6%
O=C1c2ccccc2C(=O)N1Cc1nc2ccccc2o1 | -26.6% | 7.5% | 18.2% | -1.1 | 18.3 | -4.6% | -0.3%
CC1CCN(CC(O)COc2ccc(C(=O)c3ccccc3)cc2)CC1 (stereo unspecified) | ? | ? | ? | -1.8 | . | -13.5% | 4.8%
CC(C)c1ccc(N(C(=O)c2ccco2)C(C(=O)NC2CCCC2)c2ccncc2)cc1 (stereo unspecified) | 18.0% | 42.5%[activator] | -1.2% | 33.0* | 72.8* | 3.0% | 2.3%
CCC(C)N1C(=O)S/C(=C/c2ccc(N3CCOCC3)cc2C)C1=O (stereo unspecified) | 42.0%[activator] | 42.9%[activator] | ? | 56.0* | 87.0* | 0.7% | 7.1%
CCCN(CC1CC1)C(=O)COC(=O)c1[nH]c(C)c(C(=O)OCC)c1C | 11.7µM* | . | ? | 14.3 | -0.4 | 3.4% | 6.9%
CCNC(=O)C1CC(=O)N(c2ccc(OCC)cc2)C1 (stereo unspecified) | 0.0% | ? | 3.4% | -1.1 | 28.0 | -5.2% | -1.3%
CN(C)C(CNc1ncnc2sc3c(c12)CCCC3)c1ccco1 (stereo unspecified) | 7.9% | -4.6% | ? | 14.9* | 20.3 | -1.8% | 4.8%
COc1cc2oc(=O)cc(-c3cccc(-c4cccc(C)c4)c3)c2c(OC)c1OC | . | . | ? | 10.3 | i | -2.3% | .
CC(C)CCNC(=O)c1ccc(NC(=O)C2=CSCCO2)cc1 | 7.3% | 14.7% | 3.6% | 23.7* | 58.6* | 0.3% | -5.6%
O=C(NC1(C(F)(F)F)NC(=O)N(Cc2cccnc2)C1=O)c1ccncc1 (stereo unspecified) | . | . | 6.9% | -2.3 | -10.6 | -2.0% | 12.2%
Cc1ccccc1NC(=O)Cn1c(C)nc2ccc(N)cc2c1=O | 32.9%[activator] | . | 0.8% | -4.9 | -10.5 | -1.1% | 7.4%
CC(=O)N1CCN(C(=O)CSc2nc3c(cnn3-c3ccccc3)c(=O)[nH]2)CC1 | 4.9%[5.75 µM] | 0.5% | 10.9% | 38.2* | 77.6* | -7.5% | 2.5%
Cc1cc(C)c(C#N)c(Nc2ccccc2)n1 | ? | 9.2% | -11.1% | 4.8 | -3.8 | 0.0% | -1.8%
The results go on.
SMILES | Pf growth 96h | Pf growth 48h | HCV inhibitor | CHX counter | Shiga toxin inh | TbPYK inhibitor | LmPK inhibitor
COc1ccc(Cl)cc1Nc1ncnc2sc(C)c(S(=O)(=O)N3CCC(C)CC3)c12 | 1.8% | ? | -20.9% | -1.9 | 23.3 | -12.6% | -0.8%
COc1ccccc1NC(=O)c1ccc(NS(C)(=O)=O)cc1 | 18.9% | 1.3% | ? | 1.6 | -10.7 | 0.7% | 2.7%
COc1ccc(-c2noc(CSc3nnc(-c4ccccc4)n3C)n2)cc1 | ? | . | 8.6% | 1.5 | 23.1 | -2.7%&1.5% | 4.8%
CCOc1ccc2[nH]cc(C(=O)N3CCN(CC)CC3)c(=O)c2c1 | -20.7% | ? | -2.0% | 7.6 | 7.4 | 5.9% | -3.7%
Cc1ccc(C(=O)OCC(=O)N(CC(C)C)c2c(N)n(Cc3ccccc3)c(=O)[nH]c2=O)s1 | -9.9% | ? | -7.1% | -2.7 | -5.1 | -1.3% | -2.2%
O=C(CCCC(=O)c1ccccc1)NCCc1ccccc1F | 12.0% | 4.9% | 5.0% | -1.4 | -5.1 | 2.1% | 1.2%
Cn1nnnc1SCC(=O)Nc1cc(C(=O)O)cc(C(=O)O)c1 | . | 0.9% | 12.2% | 0.9 | -2.7 | 4.9% | -5.9%
COc1ccc(-c2c(-c3ccc(OC)c(C)c3O)n[nH]c2C)cc1 | 11.7µM* | -11.6% | -20.5% | 1.4 | -13.0 | 0.1% | -6.4%
O=C(Cn1c(CN2CCCCC2)nc2ccccc2c1=O)Nc1ccccc1 | . | 0.4% | -5.2% | -3.3 | -21.3 | -3.2% | 2.3%
Cc1cccc(-c2nc(CN3CCCC(C(=O)NC4CCC(C)CC4)C3)c(C)o2)c1 (stereo unspecified) | -0.3% | 47.8%[activator] | -25.5% | -1.4 | 15.7 | -8.7% | 6.7%
CC1=C(C(=O)Nc2ccc(Cl)cc2)C(c2ccco2)NC(=O)N1 (stereo unspecified) | -14.2% | 0.0% | 13.3% | 4.7 | -10.4 | -4.2% | -2.1%
CNC(=O)Oc1ccc2c(c1)[C@]1(C)CCN(C)[C@@H]1N2C | 3.7µM* | 8.28µM* | 1.3%[8.37 µM] | -2.4&-3.5 | -14.4&-3.3 | 1.7%&-1.9%&2.0% | 1.2%&-7.7%
O=C(NC(=S)Nc1ccccc1O)c1cccnc1 | 212.3%[activator] | -24.6% | 14.4% | -3.6 | . | -11.2% | 4.0%
O=C(COC(=O)c1ccccc1SCC(=O)NC1CCS(=O)(=O)C1)NC1CCS(=O)(=O)C1 (stereo unspecified) | 13.6% | 3.9% | 10.9% | -0.9 | -5.6 | 1.5% | 0.1%
CC(C)(CO)NC(=O)Nc1ccc(Cl)c(Cl)c1 | 42.5%[activator] | 11.3% | ? | 4.5 | -13.0 | 5.7% | 1.8%
Cc1cc(OCc2ccc(C(=O)n3cccn3)o2)ccc1Cl | 27.2% | 16.2% | 8.2% | 29.6* | 65.0* | -7.4% | 4.2%
COc1cccc(CN2C(=O)Nc3ccccc3C(=O)N2C(C)(C)C)c1 | -10.5% | . | 3.0% | -2.1 | -9.3 | -3.8% | 0.4%
N#Cc1ccc(OCC(=O)n2cc(C(=O)c3cc(Cl)cc(Cl)c3O)cn2)cc1 | 15.6% | -4.5% | 17.9% | -1.6 | 2.1 | -2.1% | 6.3%
COC(=O)C1(CC2CC(c3cccc(Br)c3)=NO2)CCN(C(=O)OC(C)(C)C)CC1 (stereo unspecified) | 0.2% | ? | -8.8% | -6.7 | -8.4 | -1.1% | -4.8%
CC(=O)c1cc(NC(=O)c2ccccc2)c(=O)oc1C | 94.2%[activator] | ? | 3.6% | 5.9 | -13.3 | -13.7% | -11.1%
O=C(CCC(=O)c1ccc(Cl)cc1)OCC(=O)c1ccccc1 | ? | 9.4% | ? | -4.1 | 2.4 | -5.9% | 3.0%
CCCCc1ccc(C(=O)O)nc1 | ? | ? | 12.7% | . | . | -8.8%&6.8% | .
O=C(CSc1nc(-c2ccco2)cc(C(F)(F)F)n1)Nc1ccc(C(=O)N2CCOCC2)cc1 | -13.5% | ? | 10µM* | -2.8 | 11.6 | -5.8% | 6.6%
CSc1nsc(SCc2ccc(Cl)cc2)n1 | 0.7% | 43.8%[activator] | 2.8% | 14.4 | 14.3 | -1.3% | -2.0%
COc1ccc(N2CCN(CCCNS(=O)(=O)c3c(C)noc3/C=C/N(C)C)CC2)cc1 | ? | 2.94µM* | 7.94µM* | -0.6 | 14.5 | . | 1.2%
Cc1ccc(-c2cccc(C(=O)NCc3ccccc3)n2)c2ccccc12 | 13.1µM* | ? | ? | 8.5 | 8.3 | -2.8% | 6.3%
COC(=O)c1cc(=O)n(CCc2ccccc2F)c(=Nc2ccc(F)c(Cl)c2)s1 | -16.7% | . | 7.94µM* | -8.3 | -7.3 | -2.2% | 0.2%
CC(=O)N1CCc2c(sc(NC(=O)C3CCCCC3)c2C(N)=O)C1 | 64.0%[activator] | 53.6%[activator] | -4.1% | 2.2 | 15.5 | -7.9% | -4.7%
C#CCOCCOCCOCCNc1nc(N2CCN(C(=O)CCCCCCCCCCNC(=O)[C@H]([C@@H](C)CC)n3cc(CCCCCN)nn3)CC2)nc(N2CCN(C(=O)CCCCCCCCCCNC(=O)[C@H](CCCCN)n3cc(CCCC(=O)O)nn3)CC2)n1 | ? | 11.7µM* | 11.2µM* | . | . | -3.8% | .
CCS(=O)(=O)c1nc2ccccc2n1CC(=O)N1CCOCC1 | . | ? | 7.6% | -0.7 | -6.1 | -11.0% | -1.3%

4 of the compounds above, with each value named:
COC(=O)C1(CC2CC(c3cccc(Br)c3)=NO2)CCN(C(=O)OC(C)(C)C)CC1 (stereo unspecified)
  Pf growth 96h: 0.2%; Pf growth 48h: ?; HCV inhibitor: -8.8%; CHX counter: -6.7; Shiga toxin inh: -8.4; TbPYK inhibitor: -1.1%; LmPK inhibitor: -4.8%

CC1CCN(CC(O)COc2ccc(C(=O)c3ccccc3)cc2)CC1 (stereo unspecified)
  Pf growth 96h: ?; Pf growth 48h: ?; HCV inhibitor: ?; CHX counter: -1.8; Shiga toxin inh: .; TbPYK inhibitor: -13.5%; LmPK inhibitor: 4.8%

COc1ccccc1NC(=O)c1ccc(NS(C)(=O)=O)cc1
  Pf growth 96h: 18.9%; Pf growth 48h: 1.3%; HCV inhibitor: ?; CHX counter: 1.6; Shiga toxin inh: -10.7; TbPYK inhibitor: 0.7%; LmPK inhibitor: 2.7%

Cc1cc(OCc2ccc(C(=O)n3cccn3)o2)ccc1Cl
  Pf growth 96h: 27.2%; Pf growth 48h: 16.2%; HCV inhibitor: 8.2%; CHX counter: 29.6*; Shiga toxin inh: 65.0*; TbPYK inhibitor: -7.4%; LmPK inhibitor: 4.2%
